Source: PubChem
TGFb SMAD3 inh = qHTS for Inhibitors of TGF-b. HepG2 CAGA-GFP TGF-b/SMAD3 reporter, GFP fluorescence, 18 h; TGF-beta stimulated, 500 pg/mL final. Potency, µM (doses to about 46.1 µM), without a hit: at the highest dose activity, negative = inhibition, most hits filed as inhibitors. 1.2% of 410,000 active; also: potency is read from the fitted curve at half-maximal effect; % is scaled to controls: 0 for no effect and ±100 for the full control effect; nearly all actives have a fitted effect of over 65% in size
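HEPG2 CAGA-GFP reporter cells (1000/well, DMEM with 1% FBS) received compounds, then recombinant TGF-beta at 500 pg/mL final for 18 hours at 37 degrees C. Per-cell GFP summed per well was normalised to unstimulated and stimulated DMSO controls before curve fitting.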
Nrf2 activator = qHTS of Nrf2 Activators | 0.31% of 410,000 active | AREc32 ARE-luciferase reporter (MCF7-derived line), luminescence, 24 h | AID 624171, 2012 | Potency, µM (highest dose often 46.1 µM), for inactives: at the top dose activation, most hits filed as activators; also: potency is read from the fitted curve at half-maximal effect; % of control where 0% means no effect; nearly all actives have a fitted effect of over 65% in size
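Luminescent ARE reporter assay in AREc32_Fluc cells: overnight plating at 37 deg C, 24 hr compound incubation, Steady-Glo added, 30 min RT before reading.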
HepG2 tox = qHTS for Inhibitors of TGF-b: Cytotox Counterscreen; HepG2 CAGA-GFP viability, ATP luminescence, 18 h; Potency, µM (titrated, usually from 46.1 µM), for inactives: top-dose activity change, negative = cytotoxicity, actives largely listed as cytotoxic; 0.76% of 410,000 active; AID 588856, 2011; also: potency is read from the fitted curve at half-maximal effect; some results filed as inactive show a strong effect at the top dose
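CellTiter-Glo luminescence gave cytotoxicity after 18 hours at 37 degrees C. The cells were HepG2 CAGA-GFP in 1% FBS DMEM, stimulated with 500 pg/mL TGF-beta after compound addition. %Activity was normalised to no-cell wells (complete cell-killing) and DMSO (no toxicity), and curves were fitted and classified.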
A549 tox = Nrf2 qHTS screen for inhibitors: counterscreen for cytotoxicity; AID 504648, 2011; Potency, µM (top dose mostly 46 µM), without a hit: at the top dose activity change, negative = cytotoxicity, usual class: inhibitors; A549 ARE-Fluc cells, CellTiter-Fluor viability, 18-24 h; 0.16% of 390,000 active; also: potency is read from the fitted curve at half-maximal effect; % is scaled to controls: 0 for no effect and ±100 for the full control effect
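A549 ARE-Fluc cells in 5% FBS OPTI-MEM, 5000 cells/well, rested 2 h then exposed to compounds in concentration-response for 18-24 h at 37 °C. Viability by CellTiter-Fluor fluorescence (Ex 405/Em 525) after 30 min; luciferase luminescence (BugLite, 15 min, RT) read afterwards.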
Nrf2 inh = Nrf2 qHTS screen for inhibitors; AID 504444, 2011; 2.1% of 360,000 active; Potency, µM (titrated, usually from 46 µM), inactives show top-dose activity change, negative = inhibition, hits mostly inhibitors; A549 ARE-Fluc reporter, luciferase luminescence, 18-24 h; also: potency is read from the fitted curve at half-maximal effect; % is scaled to controls: 0 for no effect and ±100 for the full control effect; nearly all actives have a fitted effect of over 60% in size
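A549 ARE_Fluc cells, 5000/well, 5% FBS OPTI-MEM; compounds in dose-response, 18-24 h at 37 °C/5% CO2; CellTiter-Fluor viability read (Ex 405/Em 525), then BugLite luciferase luminescence = Nrf2 activity.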
CCT chaperon mod = High-Throughput Screening for Modulators of Cytosolic Chaperonin Activity; purified chaperonin ATPase assay, HTRF ADP detection, 30 min; activity change, % (test concentration not listed), hits read low; 0.3% of 360,000 active; in the data active = activity change below about -30%; also: % is scaled to controls: 0 for no effect and ±100 for the full control effect
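Enzyme 40 or 20 nM (batch-dependent) in Tris pH 7.4/KCl/MgCl2/DTT; cpd 76 uM single point; ATP 10 uM; 30 min 37 °C; Transcreener ADP HTRF detection, 30 min RT; ratio 665/615.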
Abeta rescue = qHTS for compounds that reverse cellular toxicity of Amyloid beta (A-beta) peptide in yeast: Primary Screen. Potency, µM (doses to about 46.1 µM), for inactives: at the top dose growth rescue, most hits filed as activators. 0.063% of 410,000 active. yeast expressing A-beta42, growth rescue, OD600, 48 h; response scale: 0% DMSO, 100% iron-clioquinol control; also: potency is read from the fitted curve at half-maximal effect; nearly all actives have a fitted effect of over 55% in size
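Growth rescue measured by 600 nm absorbance after 48 h yeast culture at 30 C with compound. Values normalized between DMSO and an equimolar ferric chloride plus clioquinol control.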
Akt phos inh = HTS Assay for Inhibitors of Akt Phophorylation: Primary Screen; Neuro2A IGF-stimulated pAkt S473 HTRF, 20 min; stronger effect = lower value; activity change, % for hits at 50 µM; 0.32% of 360,000 active; AID 651550, 2012; in the data active = activity change below about -80%; inconclusive = mostly about -51% to -80%; also: % is scaled to controls: 0 for no effect and ±100 for the full control effect
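Neuro2A cells (4,500/well, DMEM with 0.5% FBS) were treated with compound at a single 50 µM final concentration, stimulated with 6 nM IGF for 20 min at 37 °C, and lysed. Phospho-Akt Ser473 was read by HTRF as 665/615 ratio ×10^4.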
Mm-Cpn inhibitor = Inhibitors of TCP-1 ring complex (TRiC) of Methanococcus maripaludis (MmCpn): qHTS. purified Mm-Cpn ATPase, ADP Transcreener TR-FRET. Potency, µM (highest dose often 76.9 µM), inactives show at the top dose activity, negative = inhibition, hits mostly inhibitors. 0.031% of 330,000 active. AID 504842, 2011; also: potency is read from the fitted curve at half-maximal effect; % is scaled to controls: 0 for no effect and ±100 for the full control effect; nearly all actives have a fitted effect of over 80% in size
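Eu-cryptate anti-ADP/ADP-d2 competition gives a ratio inversely related to ADP. Enzyme at 25 nM was pre-exposed to compound for 10 min, then given 10 uM ATP for 30 min, 37°C throughout.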
The depositor's hits bear a star; i = inactive; ? = inconclusive; . = no result given; [ ] = dose if it differs, or a comment. Unless noted, calls follow the shape of the dose curve; as a rule, active = well fitted curve in the direction sought with a large enough effect; inconclusive = small, poorly fitted or top-dose-only effect, or another doubt; inactive = no such curve, though single readings can be large; an effect the other way counts as inactive or inconclusive.

SMILES	TGFb SMAD3 inh	Nrf2 activator	HepG2 tox	A549 tox	Nrf2 inh	CCT chaperon mod	Abeta rescue	Akt phos inh	Mm-Cpn inhibitor
COc1ccc(NC(=O)/C(C#N)=C\C=C\c2ccco2)cc1	?	3.2%[9.22 µM]	-14%	?	?	-0.8	-2%	i	-2%
COc1ccccc1OCc1cc(C(=O)NCc2ccc(N3CCCC3=O)cc2)no1	-1%	-0.2%	-9%	-8%	?	-0.1	3%	i	1%
Cc1nc(-n2[nH]c3c(c2=O)CCCC3)[nH]c(=O)c1Cc1ccccc1	-21%	7.1%	-13%	?	?	0.4	?	i	-1%
O=C(NC(=S)NCC1COc2ccccc2O1)c1ccccc1 (centres undefined)	-1%	2.8%	-35%	2%	2%	-2.0	-7%	i	-1%
CCCCNCCOCCOc1ccc(C)cc1Br	8%	4.1%	-45%	-2%	1%	1.6	2%	i	1%
CCOC(=O)c1[nH]c(C)c(/C(O)=C2\C(=O)C(=O)N(CCN(C)C)C2c2cccc(OC)c2OC)c1C (centres undefined)	-11%	0.3%	-6%	6%	22%	-2.2	19%	i	0%
Cc1nc(CSc2nnc3scc(-c4ccc(Cl)cc4)n23)cs1	-14%	6.3%	-23%	0%	?	2.1	-2%	i	-1%
O=C(CCN1c2ccccc2Sc2ccccc21)OCc1nnc(-c2ccccc2)o1	-7%	-0.1%	6%	1%	12%	2.7	11%	i	-24%
O=C(c1ccc(Cl)cc1)N1CCN(c2ccc(N3CCOCC3)nn2)CC1	-5%	-2.0%	-7%	.	.	-0.3	-4%	i	.
CC(C)c1ccc(NC2CCCN(C(=O)c3n[nH]c4c3CCC4)C2)cc1 (centres undefined)	-2%	0.4%	-4%	-9%	10µM*	0.4	-3%	i	0%
c1cncc(-c2nnc(C3CCCCC3)o2)c1	0%	0.2%	-15%	1%	11%	-3.0	19%	i	-1%
CCN1C(=O)c2ccccc2Sc2ccc(NC(=O)c3cccc(C)c3)cc21	-31%	9.7%	3%	6%	.	.	5%	.	.
Cc1ccc(Nc2cc(C)nc3ncnn23)cc1	-23%	0.4%	-32%	-2%	-7%	-1.9	14%	i	0%
O=C(NCCCN1CCOCC1)c1ccc(NS(=O)(=O)c2cccc([N+](=O)[O-])c2)cc1	?	-2.6%	-1%	-2%	-13%	-0.8	-6%	i	2%
O=C(Cn1c(=O)n(CCCCC(=O)NC2CCCC2)c(=O)c2ccccc21)NCCC1=CCCCC1	-17%	-0.4%	-1%	0%	6%	-2.4	9%	i	2%
Cn1nnc2c(N3CCN(c4ccccc4)CC3)ncnc21	59%[activator]	0.9%	10%	-4%	.	.	-14%	.	.
O=C(NC(c1ccccc1)c1ccsc1)C1CCN(Cc2ccccc2)CC1 (centres undefined)	22%	0.2%	-4%	.	.	0.2	-6%	.	.
CCC(CC)c1nnc(NC(=O)c2c(C)nn(Cc3ccccc3Cl)c2C)s1	-2%	-0.2%	9%	-8%	.	0.1	22%	i	0%
CCOCCc1nnc(NC(=O)CS(=O)(=O)c2ccc(C)cc2)s1	6%	0.3%	5%	-15%	-7%	-5.3	3%	i	0%
O=C1/C(=C/c2ccncc2)CCc2ccccc21	?	0.0%	-99%	13%	-18%	0.9	-57%[inhibitor]	i	-2%
CCOC(=O)C1CCCN(CCc2ccccc2)C1 (centres undefined)	1%	-0.4%	2%	1%	1%	0.4	6%	i	1%
CN(CC(=O)N1CCN(Cc2ccccc2)CC1)S(=O)(=O)c1ccc(Br)cc1	-6%	-0.3%	-7%	1%	-24%	-0.2	-36%[inhibitor]	i	1%
CCOc1ccc(NC(=O)c2cccc3c(=O)c4c([nH]c23)CCCC4)cc1	5%	0.2%	6%	6%	9%	.	-2%	.	.
Cc1cc(C)cc(CC2CC(=O)N(c3ccc4c(c3)OCCO4)C2=O)c1 (centres undefined)	4%	-0.6%	-2%	-5%	6%	-1.2	19%	.	0%
CC1CCCCN1c1cc(C#N)c(C#N)cc1[N+](=O)[O-] (centres undefined)	0%	2.0%	-7%	-12%	3%	1.9	-4%	i	1%

By substructure: the entries above containing two or more sulfur atoms (2)
SMILES	TGFb SMAD3 inh	Nrf2 activator	HepG2 tox	A549 tox	Nrf2 inh	CCT chaperon mod	Abeta rescue	Akt phos inh	Mm-Cpn inhibitor
Cc1nc(CSc2nnc3scc(-c4ccc(Cl)cc4)n23)cs1	-14%	6.3%	-23%	0%	?	2.1	-2%	i	-1%
CCOCCc1nnc(NC(=O)CS(=O)(=O)c2ccc(C)cc2)s1	6%	0.3%	5%	-15%	-7%	-5.3	3%	i	0%

Back to the main list, repeating the five entries before the break.
SMILES	TGFb SMAD3 inh	Nrf2 activator	HepG2 tox	A549 tox	Nrf2 inh	CCT chaperon mod	Abeta rescue	Akt phos inh	Mm-Cpn inhibitor
CCOC(=O)C1CCCN(CCc2ccccc2)C1 (centres undefined)	1%	-0.4%	2%	1%	1%	0.4	6%	i	1%
CN(CC(=O)N1CCN(Cc2ccccc2)CC1)S(=O)(=O)c1ccc(Br)cc1	-6%	-0.3%	-7%	1%	-24%	-0.2	-36%[inhibitor]	i	1%
CCOc1ccc(NC(=O)c2cccc3c(=O)c4c([nH]c23)CCCC4)cc1	5%	0.2%	6%	6%	9%	.	-2%	.	.
Cc1cc(C)cc(CC2CC(=O)N(c3ccc4c(c3)OCCO4)C2=O)c1 (centres undefined)	4%	-0.6%	-2%	-5%	6%	-1.2	19%	.	0%
CC1CCCCN1c1cc(C#N)c(C#N)cc1[N+](=O)[O-] (centres undefined)	0%	2.0%	-7%	-12%	3%	1.9	-4%	i	1%
CCCCOCCCNC(=O)C[C@@H]1C[C@@]2(C(=O)OCC)CCC=C2N(Cc2ccccc2)C1=O	.	0.5%	.	.	.	1.2	1%	i	.
O=C1CC(c2ccc(Cl)cc2)SC(N(c2ccccc2)c2ccccc2)=N1 (centres undefined)	?	-0.5%[9.22 µM]	-2%	-11%	?	-0.4	14%	i	1%
Cc1ccccc1S(=O)(=O)Cc1ccc(C(=O)N2CCN(C3CCCCC3)CC2)o1	6%	-0.2%	0%	-3%	7%	0.0	11%	i	2%
Cc1cc(C)c2c(=O)n(CC(=O)NCCCN3CCOCC3)sc2n1	6%	1.9%	5%	2%	1%	-2.1	-73%[inhibitor]	i	-9%
O=C(Nc1cccc(Cl)c1)OCc1cnc(Cl)s1	-7%	4.6%	-33%	2%	15%	-3.4	8%	i	-9%
Cc1ccc(N2C(=O)c3cccc4c(Oc5ccccc5[N+](=O)[O-])ccc(c34)C2=O)c(C)c1	-5%	-0.4%	-1%	2%	?	-29	-6%	i	1%
N/C(=N\N=C\c1ccc([N+](=O)[O-])cc1)c1nonc1N	2%	-0.3%	-16%	-5%	12%	2.3	1%	i	?
Cc1cc(C)nc(NC(=O)c2cc([N+](=O)[O-])cc([N+](=O)[O-])c2)n1	?	-0.4%	-48%	25%	13%	-0.8	14%	i	2%
O=[N+]([O-])c1ccccc1N/N=C/c1ccc2c(c1)OCO2	1%	5.2%	5%	-23%	?	0.3	-13%	i	2%
CC1CCN(c2ccc(NC(=S)NC(=O)c3ccco3)cc2)CC1	-8%	0.1%	3%	-16%	-11%	-3.0	-2%	i	0%
CS(=O)(=O)N(CC(=O)N1CCCCCC1)c1ccc(Cl)cc1	0%	0.6%	-83%	-1%	4%	-1.0	7%	i	1%
COC(=O)CSc1nc2sc3c(c2c(=O)[nH]1)CCC3	-1%	0.2%	0%	6%	10%	0.3	10%	i	-2%
Cc1cc(=O)oc2cc(OCC(=O)c3ccccc3)ccc12	3%	0.0%	-1%	3%	-1%	-3.6	18%	i	1%
COc1ccc(OC)c(C(=O)COC(=O)C2CC3CCCC(C2)C3=O)c1 (centres undefined)	?	-0.2%	-3%	-3%	?	-1.0	12%	i	-4%
Cc1cc(NC(=O)c2ccc3c(c2)OCO3)ccc1NC(=O)c1ccco1	-14%	-0.4%	-55%	-4%	-24%	0.3	-6%	i	0%
CCCC(C)NC(=O)C1CCN(C(=O)C2CC(=O)N(c3ccc(C)cc3)C2)CC1 (centres undefined)	-20%	-0.5%	-6%	-1%	-9%	0.3	5%	i	1%
COc1ccc(CCNC(=O)c2ccc(Cl)cc2Cl)cc1	5%	0.2%	-16%	-7%	6%	-2.2	-6%	i	0%
O=S(=O)(Nc1ccccc1Cl)c1ccc2[nH]c(=S)oc2c1	?	0.5%	-8%	-6%	?	-2.7	4%	i	0%
CC(C)(C)c1ccc(C(=O)NNc2ncccc2-n2cccc2)cc1	9%	8.3%	-2%	4%	17%	0.5	2%	i	-1%
CN(C)S(=O)(=O)c1cccc(NC(=S)N/N=C/c2cc(Br)ccc2O)c1	?	7.0%	-37%	1%	-3%	-5.7	9%	i	-7%
